Assay outcomes deposited in PubChem by several laboratories.
E-sel TNF inh: E-selectin induction blockers in HUVEC – imaging, immunofluorescence, high content, primary screen; HUVEC TNFa-induced E-selectin immunofluorescence; inhibition, % at 2 µM; 120,000 compounds, 0.71% hits; AID 1246, 2008;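 active = inhibition above the batch mean plus 3 SD, and confirmed as a hit on visual image review, cut at about 43% in these data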;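 also: 0% = TNF-stimulated DMSO wells and 100% = unstimulated control wells; not every result past the cut was called active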
Phagocyt inh: inhibitors of macrophage phagocytosis, primary screen, imaging, J774A.1 cells, IgG beads | J774A.1 macrophage IgG-bead phagocytosis | inhibition, % at 5 µM | 110,000 compounds, 0.07% hits;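 active = inhibition above the mean of the plate negative controls plus 5 SD, cut at about 13% in these data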;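 also: phagocytic index as fraction of beads internalized from green versus red external bead signal; plate controls were DMSO negative control for no effect and cytochalasin-D positive control for full effect; some results beyond the cut were filed as inactive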
The depositor's hits bear a star; / = no result given. A portion of the library (hit frequency here may not be typical).

SMILES	E-sel TNF inh	Phagocyt inh
CC(C)(C)C(=O)/C(C#N)=c1\s/c(=C\c2ccncc2)c(=O)n1CCCN1CCOCC1	/	-0.3
CC12CN3CC(C)(CN(C1)C31C(=O)N(Cc3ccccc3)c3ccccc31)C2=O (stereo not drawn)	/	-0.1
CC1=C(C(=O)Nc2ccccc2)C(c2ccccn2)n2nc(CCCO)nc2N1 (stereo not drawn)	/	1.1
Cc1ccc2c(C)nc(NC3=NCN(CCc4ccccc4)CN3)nc2c1	/	0.0
COc1ccc(C2C(C(C)=O)=C(O)C(=O)N2CCN(C)C)cc1OC (stereo not drawn)	/	0.9
Cc1nc(SCc2nnc(-c3ccc(Cl)cc3)o2)c2c3c(sc2n1)CCC3	/	-0.5
CCC(=O)Nc1ccccc1Nc1cc(C#N)c(C#N)cc1[N+](=O)[O-]	/	-5.0
Cc1ccc2nc3c(cc(C(=O)NCc4cccnc4)c(=N)n3C(C)C)c(=O)n2c1	/	0.4
Cn1nnnc1NCc1ccc(Cl)c(Cl)c1	-31.3	/
Cc1c(NC(=O)c2ccc(-c3ccc([N+](=O)[O-])cc3Cl)o2)c(=O)n(-c2ccccc2)n1C	8.1	/
COc1cc(OC)cc(C(=O)NCC(=O)OCC(=O)/C=C2/N(C)c3ccccc3C2(C)C)c1	23.8	/
CCc1ccc(N/C(N)=N/c2nc(CSc3ccccn3)cc(=O)[nH]2)cc1	2.8	/
CCN1C(=O)CS/C1=N\S(=O)(=O)c1ccc(C)cc1	34.5	/
COc1cc(OC)c(C(=O)NCCCn2ccnc2)cc1OC	-4.8	/
CCN(CCCNC(=O)CCn1c(=O)[nH]c2ccsc2c1=O)c1ccccc1	-8.1	/
N#Cc1ccc(CSc2nnc(-c3c[nH]c4ccccc34)n2-c2ccccc2)cc1	11.1	/
Cc1ccccc1C(=O)Nc1sc2c(c1C(=O)O)CCC2	-52.2	/
COc1ccc(N2C(=S)N=C(Nc3ccccc3)C23CCCCC3)cc1	13.4	/
COc1ccc(OC)c(NS(=O)(=O)c2ccc(Br)s2)c1	-24.0	/
Cn1ccc(-c2ccccc2)c(C#N)c1=O	8.2	/

More structures.
SMILES	E-sel TNF inh	Phagocyt inh
C[N+]1(CC(=O)OCCCc2ccccc2)CCCCC1	15.0	/
COc1ccc(-c2csc(Nc3ccc(S(=O)(=O)Nc4cc(C)on4)cc3)n2)cc1C	-20.8	/
O=C(CSc1nnc(CNC(=O)c2cccs2)o1)Nc1ccccc1	-28.4	/
CC(Sc1nncs1)C(=O)Nc1ccc2c(c1)OCO2 (stereo not drawn)	-9.4	/
CCN(CC)C(=O)Cn1cc(C(=O)C(=O)NCC2COc3ccccc3O2)c2ccccc21 (stereo not drawn)	13.5	/
COc1ccc(C2CC2/C(=N/O)c2ccccc2)cc1 (stereo not drawn)	4.1	/
O=C(NCc1cccs1)C(=O)c1cn(CC(=O)N2CCCC2)c2ccccc12	-10.6	/
Cc1cccc2c(C(=O)O)cc(-c3cccnc3)nc12	-39.0	/
CSc1nnc(C)c(/C=C/NOCc2cccc(F)c2)n1	24.9	/
CCCCN(C)CCCNC(=O)c1cc(=O)[nH]c2ccc(S(=O)(=O)N3CCCCC3C)cc12 (stereo not drawn)	-4.8	/
COc1ccc(C(=O)NC2CCCc3ccccc32)cc1S(=O)(=O)N1CCOCC1 (stereo not drawn)	0.3	/
Clc1ccc(-c2csc(N3CCOCC3)n2)cc1	-49.5	/
Nc1cc(Oc2ccc(F)cc2F)cc([N+](=O)[O-])c1	2.4	/
COc1ccc(OC)c(CN2C(=O)c3ccccc3C2C(=O)NCC2CCCO2)c1 (stereo not drawn)	32.3	/
CC1(C)CN(c2ccc(Br)cc2Br)C1=O	-2.2	/
CCC1(c2ccccc2)NC(=S)N(c2ccc(C)cc2)N1 (stereo not drawn)	-27.2	/
Cc1nc(NCc2cccnc2)c2c3c(sc2n1)CC(C)CC3 (stereo not drawn)	36.5	/
CCN(CC)CCCSc1nc2ccccc2s1	-105.0	/
Cc1cc(C)n2nc(C(=O)Nc3ccc4c(c3)CCC4)nc2n1	-1.1	/
O=C(Cc1ccc(F)cc1)NCc1cccnc1	-4.6	/

The list goes on:
SMILES	E-sel TNF inh	Phagocyt inh
Nc1ccc2nc(CCCCCCCCc3nc4ccc(N)cc4[nH]3)[nH]c2c1	-63.0	/
O=C(CCCN1C(=O)c2cccc3cccc(c23)C1=O)NCc1cccs1	-28.9	/
COc1ccc(OC)c(Nc2nnc(C)c(=O)[nH]2)c1	-10.2	/
CNC(=S)N(Cc1ccco1)Cc1cc2cc(OC)c(OC)cc2[nH]c1=O	8.0	/
Cc1noc(C)c1CS(=O)(=O)Cc1ccc(Cl)cc1	-38.7	/
CC(C)(C)NC(=O)C(OC(=O)c1cccs1)c1ccc(C#N)cc1 (stereo not drawn)	-14.8	/
CCN(C(=O)CSc1nnnn1-c1ccccc1)C1CCS(=O)(=O)C1 (stereo not drawn)	1.8	/
O=C(NCc1ccccn1)Nc1ccccc1	5.4	/
COC(=O)c1ccccc1NC(=O)Nc1ccc(Br)cn1	-7.6	/
Cc1ccc(NC2=NCC(=O)N2C2CCCC2)cc1	-36.3	/
O=C(CCS(=O)(=O)Cc1ccccc1)N1CCN(c2ccc([N+](=O)[O-])cc2)CC1	-44.1	/
O=C1CC(/C=C/c2ccc(Cl)cc2)=Nc2ccccc2N1	0.1	/
CCOc1ccc(CN2CCN(Cc3cc4ccccc4[nH]3)CC2CCO)cc1 (stereo not drawn)	-27.7	/
CCc1cc(CC)c(/C=N/NC(N)=O)c(CC)c1	3.6	/
O=C(c1noc2c1CCCC2)N1CCC(CO)(Cc2ccccc2Cl)CC1	28.8	/
O=C(COC(=O)c1ccc2ccccc2n1)c1ccc(F)cc1	-23.1	/
O=C(Cn1ncc(Cl)c(Cl)c1=O)N1CCc2ccccc21	99.6*	/
CCOC(=O)/C(=N\Nc1ccccc1[N+](=O)[O-])c1csc(Nc2ccccc2)n1	-9.3	/
C=CCNC(=O)COC(=O)c1cccnc1Nc1ccccc1F	2.4	/
Nc1nc2ccccc2cc1S(=O)(=O)c1ccccc1	-6.7	/

(list continues)
SMILES	E-sel TNF inh	Phagocyt inh
O=c1c2ccccc2c(C=NCc2ccccn2)c(O)n1-c1ccccc1Cl	-42.0	/
CCN1CCN(C(=O)C(=O)c2c(C)[nH]c3ccccc23)CC1	1.2	/
O=C(NCc1ccc2c(c1)OCO2)c1ccc(Cl)nc1	-37.3	/
O=C(N/N=C/c1ccc(Cl)cc1)C(=O)N1CCCCCC1	-3.1	/
C#Cc1ccc(C(=O)Nc2ccc(N3CCC(C)CC3)c(C(N)=O)c2)cc1	49.2	/
Cc1cc(C)n(C(=O)/C(C#N)=N/Nc2cc(Cl)cc(Cl)c2)n1	-67.7	/
Cc1ccc(S(=O)(=O)CCc2nc3ccccc3[nH]2)cc1C	20.4	/
N#CCC(=O)N/N=C/c1ccc(OC2CSC2)cc1	-10.1	/
COCCCNc1nc2ccccc2[nH]c1=O	-7.8	/
O=S1(=O)CCN2N=C(C34CC5CC(CC(C5)C3)C4)SC2=N1	-0.3	/
CC1=C(C#N)C(=O)NC(=O)/C1=C/c1ccc(-c2ccc(S(N)(=O)=O)cc2)o1	-33.0	/
CC(=O)Oc1ccc(S(=O)(=O)c2ccc(OC(C)=O)cc2)cc1	8.8	/
COc1ccc(CCNC(=O)CSc2ccc(-c3cccs3)nn2)cc1	-11.6	/
Fc1cccc(Cl)c1CSc1ccc(-c2ccco2)nn1	-29.1	/
COCCNC(=S)NNc1ccccc1[N+](=O)[O-]	14.7	/
CCCC(=O)Oc1ccc(-c2nccc(C(OC)OC)n2)cc1	-3.0	/
COc1ccc(-c2csc(CCn3nc(C)cc3C)n2)cc1OC	-3.8	/
COc1cc(C(=O)NCc2nnc(SCC(=O)Nc3nccs3)o2)cc(OC)c1OC	3.3	/
COc1ccnc(Oc2ccc(Cl)cc2)c1C#N	1.5	/
CC(C)NC(=O)CN1CCC(c2ccccc2)C(O)C1 (stereo not drawn)	-3.5	/

Shown field by field: entries from further up.
CC(C)NC(=O)CN1CCC(c2ccccc2)C(O)C1 (stereo not drawn)
  E-sel TNF inh = -3.5 | Phagocyt inh = /

CC(=O)Oc1ccc(S(=O)(=O)c2ccc(OC(C)=O)cc2)cc1
  E-sel TNF inh = 8.8 | Phagocyt inh = /

COCCNC(=S)NNc1ccccc1[N+](=O)[O-]
  E-sel TNF inh = 14.7 | Phagocyt inh = /

The list goes on.
SMILES	E-sel TNF inh	Phagocyt inh
CC1=C(C#N)C(=O)NC(=O)/C1=C\c1ccc(-c2cc(C)c(C)cc2[N+](=O)[O-])o1	-12.9	/
COC(=O)c1sc2nc(C)nc(SCC(=O)N3CCC(C(=O)O)CC3)c2c1C	-15.7	/
Cc1ccnc(NC(=O)CCCOc2ccccc2)c1	4.5	/
NC(=O)NOCc1ccccc1	68.3*	/
O=S(=O)([O-])CCC[n+]1c(/C=C\Nc2ccccc2)oc2ccc(-c3ccccc3)cc21	-19.8	/
CC1(C)CC(CCC(=O)NC(=S)Nc2ccccc2Cl)C(=O)O1 (stereo not drawn)	-23.4	/
O=C(CCS(=O)(=O)Cc1ccccc1)NCCc1ccccc1	-59.5	/
CN(CC(=O)Nc1ccc(F)cc1[N+](=O)[O-])Cc1ccccc1	12.8	/
COc1cc(C(=O)Nc2ccc(NC(C)=O)cc2)ccc1OCc1ccccc1	-13.1	/
CCC(=NCCc1ccc(OC)c(OC)c1)C1=C(O)CC(C)(C)CC1=O	-26.2	/
COc1ccc(CCc2nnc(CCC(=O)NCc3ccc4ncccc4c3)o2)cc1	-15.4	/
O=C(CC(C(=O)O)c1c[nH]c2ccccc12)c1ccccc1 (stereo not drawn)	-2.7	/
COc1cc2[nH]c(=S)nc(NCCc3ccc(C)cc3)c2cc1OC	-20.6	/
CCOc1ccc(NC(=O)CSc2nc(C3CC3)nc3ccccc23)cc1	-50.5	/
Cc1cc(F)c(F)c(C(=O)N2CCC(C)CC2)c1Cl	-3.5	/
CCc1ccc2c(c1)cc(CN(Cc1ccco1)C(C)=O)c1nnnn12	-18.7	/
Cc1nc(NCC2CCCO2)c2nnn(Cc3c(F)cccc3Cl)c2n1 (stereo not drawn)	-30.4	/
O=C(Nc1ccc(Cl)cc1)C1c2cccc[n+]2CC(=O)N1Cc1ccc2c(c1)OCO2 (stereo not drawn)	-13.1	/
CC1=NN(CCC#N)C(=O)/C1=C/c1ccc(N(C)C)cc1	-39.7	/
COc1ccc(/C=C(/C#N)C(=O)Nc2cccc([N+](=O)[O-])c2)cc1C(=O)O	-9.3	/

The listing continues:
SMILES	E-sel TNF inh	Phagocyt inh
O=c1[nH]c(CSc2ccccn2)nc2ccccc12	-7.4	/
CCOC(=O)c1c(NC(=O)C2C3C=CC(C3)C2C(=O)O)sc2c1CCCC2 (stereo not drawn)	11.0	/
COC(=O)[C@@H]1CCCN1Cc1c(C(=O)N2CCOCC2)nc2c(C)cccn12	-24.0	/
COCCNC(=O)Cn1cc(C(=O)c2ccco2)c2ccccc21	-5.9	/
COc1ccc(N=C2NC(=O)C(CC(=O)NCCc3ccc(OC)c(OC)c3)S2)cc1 (stereo not drawn)	-9.5	/
Cc1ccc(C)c(Cn2c(O)c(N=NC(=S)Nc3ccccc3F)c3ccccc32)c1	-1.1	/
OC1(c2cccc(C(F)(F)F)c2)CCN(Cc2nnnn2Cc2ccccc2)CC1	-36.1	/
O=C(CCC(=O)N1CCN(S(=O)(=O)c2cccc(F)c2)CC1)c1cccs1	7.7	/
COc1cc(NC(=O)CN(C)Cc2cccc(F)c2)c(C)cc1[N+](=O)[O-]	11.4	/
Cc1cc(C)cc(NC(=S)NN)c1	-12.1	/

Single records (already shown). Order of screens: E-sel TNF inh	Phagocyt inh
`Cc1cc(C)n(C(=O)/C(C#N)=N/Nc2cc(Cl)cc(Cl)c2)n1` is entered as -67.7	/
`O=C(COC(=O)c1ccc2ccccc2n1)c1ccc(F)cc1` is entered as -23.1	/
`COCCCNc1nc2ccccc2[nH]c1=O` is entered as -7.8	/
`COc1cc(C(=O)Nc2ccc(NC(C)=O)cc2)ccc1OCc1ccccc1` is entered as -13.1	/

An excerpt from above in order of count of non-hydrogen atoms, falling.
SMILES	E-sel TNF inh	Phagocyt inh
COc1ccc(N=C2NC(=O)C(CC(=O)NCCc3ccc(OC)c(OC)c3)S2)cc1 (stereo not drawn)	-9.5	/
O=C(CCC(=O)N1CCN(S(=O)(=O)c2cccc(F)c2)CC1)c1cccs1	7.7	/
O=c1[nH]c(CSc2ccccn2)nc2ccccc12	-7.4	/
